# NadD block = inhibitors of S. aureus NadD, primary screen, biochemical, colorimetric, uHTS. inhibition, % at 20 µM. purified NadD enzyme, colorimetric absorbance read-out. AID 602399, 2012. 360,000 compounds, 0.78% hits. Nicotinate-nucleotide adenylyltransferase NadD (Staphylococcus aureus N315); in the data active = inhibition above about 26%; note: some compounds past the cut are filed as inactive
# Scp-1 inhibitor = Scp-1 phosphatase inhibitors, primary screen, biochemical, colorimetric, uHTS; Carboxy-terminal domain RNA polymerase II polypeptide A small phosphatase 1 (Homo …; Recombinant Scp1, phosphopeptide, malachite green phosphate absorbance; inhibition, % at 20 µM; 340,000 compounds, 0.88% hits;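 active = inhibition above about 50% at 20 µM, limit read from the data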;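 note: plate controls were DMSO wells with enzyme for no effect and wells lacking enzyme for full effect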
# Target sequence (Q9GZU7 76-261 limits assumed): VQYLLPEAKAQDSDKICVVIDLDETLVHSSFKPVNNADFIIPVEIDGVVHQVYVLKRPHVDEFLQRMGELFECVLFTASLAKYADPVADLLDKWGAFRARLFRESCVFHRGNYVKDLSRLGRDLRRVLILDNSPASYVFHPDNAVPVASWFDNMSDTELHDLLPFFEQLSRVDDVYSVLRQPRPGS
#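 Test system: SCP-1 phosphatase catalytic domain, residues 76-261; measured by: colorimetric phosphate reagent with accelerator and stabiliser, absorbance at 630 nm; timing: enzyme reaction 45 min at room temperature, colour 5 min, stabilisation 30 min; also added: Phosphorylated 17-residue peptide substrate; compound dosing: one concentration, 20 µM, with 1.0% DMSO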
# SKN-1 inh = suppressors of acrylamide-induced Pgst-4::GFP reporter in worms, primary screen, SKN-1 inhibitor project, whole organism, uHTS, GFP/RFP fluorescence ratio, strain VP596 | C. elegans VP596 Pgst-4::GFP/RFP ratio, 24 h | 360,000 compounds, 0.49% hits | inhibition, % at 21.8 µM;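 active = interference check ratio from 0.5 to 1.5 plus GFP to RFP signal ratio inhibition reaching or exceeding a fixed threshold, cut at about 30% in these data, passing the limit was not always enough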; note: some compounds called inactive have numbers as strong as hits
# DNMT1 inh = human DNMT1 methyltransferase inhibitors, primary screen, biochemical, molecular beacon, fluorescence, HinP1I cleavage, uHTS; AID 588458, 2011; inhibition (reported as % activation of signal), % at 10 µM; 360,000 compounds, 0.83% hits; DNA (cytosine-5)-methyltransferase 1 (Homo sapiens), P26358; in the data active = inhibition above about 50%
# TbMetRS inhib = T. brucei MetRS inhibitors, primary screen, biochemical, luminescence; methionyl-tRNA synthetase (Trypanosoma brucei brucei); purified T. brucei MetRS, ATP depletion, Kinase-Glo luminescence; inhibition, % at 11.9 µM; 360,000 compounds, 0.4% hits;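 active = inhibition above a per-plate cutoff of the control wells' mean inhibition plus 3 SD, cut at about 5.5% in these data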;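 note: 0% = DMSO wells median and 100% = median of wells with control inhibitor compound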
#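 assay system = parasite MetRS enzyme | timing = 15 min preincubation, 2 h reaction, all 25 °C | evaluation = percent inhibition relative to median high and low control wells | medium = HEPES buffer containing pyrophosphatase, BSA, spermine, DTT | compound = single dose, 11.9 µM final nominal, 0.9% final DMSO | detection = Kinase-Glo luminescence, ATP depletion format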
# LMPTP inh = LMPTP phosphatase inhibitors, primary screen, biochemical, fluorescence intensity, uHTS; AID 651560, 2012; inhibition, % at 20 µM; 360,000 compounds, 0.22% hits; recombinant LMPTP-A, OMFP fluorogenic substrate; Low molecular weight phosphotyrosine protein phosphatase (Homo sapiens), P24666;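 active = compounds that cut the enzyme signal by at least half of the control window in the single-dose screen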;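 note: plate controls were DMSO wells with enzyme plus substrate for no effect and substrate without enzyme for full effect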
# Target sequence (P24666 whole entry, looked up): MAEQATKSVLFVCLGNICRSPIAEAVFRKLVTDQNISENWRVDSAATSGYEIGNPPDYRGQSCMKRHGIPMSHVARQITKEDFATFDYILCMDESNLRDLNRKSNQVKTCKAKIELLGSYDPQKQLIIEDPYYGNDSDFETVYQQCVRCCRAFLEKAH
#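 Test system: LMPTP-A phosphatase enzyme. Amount: LMPTP-A at 0.625 nM final in the reaction. Reagent: OMFP substrate, 400 µM final. Times: 50 min at room temperature. Signal: endpoint fluorescence intensity from OMFP dephosphorylation. Read-out basis: % inhibition. Benchmarks: no-enzyme and uninhibited controls.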
# Neddylation inh = inhibitors of cullin neddylation, primary screen, biochemical, TR-FRET, uHTS, NAE and Ubc12. 360,000 compounds, 0.58% hits. NEDD8-conjugating enzyme Ubc12 (Homo sapiens) + NEDD8-activating enzyme E1 regulatory …. AID 651699, 2012. calls only at 25 µM; in the data active = inhibition above about 36%
# CendR NRP1 mod = modulators of CendR peptide binding to NRP-1, primary screen, biochemical, fluorescence polarization, uHTS; Neuropilin-1 (Homo sapiens), O14786; AID 602438, 2012; 360,000 compounds, 0.85% hits; inhibition, % at 25 µM; FAM-RPARPAR peptide binding to NRP-1;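 active = inhibition or corrected inhibition above about 18%, plus a signal ratio from 0.5 to 1.5, limit read from the data, passing the limit was not always enough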; note: strong numbers were not always called active
# STEP inh = STEP phosphatase inhibitors, primary screen, biochemical, fluorescence intensity, uHTS | Tyrosine-protein phosphatase non-receptor type 5 (Homo sapiens), P54829 | recombinant STEP, OMFP fluorogenic substrate | inhibition, % at 20 µM | 360,000 compounds, 0.25% hits | AID 588621, 2011;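 active = inhibition at 20 µM, scaled per plate between control wells, above about 37%, limit read from the data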;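 note: 0% = DMSO with enzyme and substrate and 100% = substrate only without enzyme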
# Target sequence (P54829 whole entry, looked up): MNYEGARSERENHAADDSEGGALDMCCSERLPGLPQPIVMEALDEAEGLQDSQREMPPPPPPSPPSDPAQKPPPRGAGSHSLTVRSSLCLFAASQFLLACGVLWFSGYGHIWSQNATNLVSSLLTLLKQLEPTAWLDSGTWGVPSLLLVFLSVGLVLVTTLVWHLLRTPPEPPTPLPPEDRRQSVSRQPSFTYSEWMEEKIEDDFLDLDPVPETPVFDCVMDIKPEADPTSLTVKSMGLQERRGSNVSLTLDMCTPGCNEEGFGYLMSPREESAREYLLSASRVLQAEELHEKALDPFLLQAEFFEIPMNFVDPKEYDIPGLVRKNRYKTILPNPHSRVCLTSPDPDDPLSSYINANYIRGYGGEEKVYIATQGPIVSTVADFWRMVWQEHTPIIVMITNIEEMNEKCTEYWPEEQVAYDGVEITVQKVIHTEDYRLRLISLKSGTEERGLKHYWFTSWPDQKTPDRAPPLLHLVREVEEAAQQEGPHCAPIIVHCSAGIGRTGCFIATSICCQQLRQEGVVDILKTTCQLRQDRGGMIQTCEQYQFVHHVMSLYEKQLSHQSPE
#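 System: STEP phosphatase, cell-free reaction; Buffer or medium: Bis-Tris pH 6.0 buffer with DTT, detergent; Incubation: 20 min at room temperature, dark; Measured by: fluorescence, 480/540 nm.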
# SUMO1 PPI mod = modulators of SUMO1 protein-protein interactions, primary screen, biochemical, uHTS; Small ubiquitin-related modifier 1 (Homo sapiens), P63165; AID 602429, 2012; 360,000 compounds, 0.33% hits; SUMO1 binding to a labelled peptide, TR-FRET, 1 h; inhibition, % at 20 µM; in the data active = inhibition above about 37%
# Target sequence (P63165 whole entry, looked up): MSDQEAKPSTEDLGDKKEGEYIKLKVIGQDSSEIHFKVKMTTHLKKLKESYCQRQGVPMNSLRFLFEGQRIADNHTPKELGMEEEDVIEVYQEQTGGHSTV
# Starred values were filed as active, the others as inactive; i = inactive; / = no result given; + = active, no number.
SMILES,NadD block,Scp-1 inhibitor,SKN-1 inh,DNMT1 inh,TbMetRS inhib,LMPTP inh,Neddylation inh,CendR NRP1 mod,STEP inh,SUMO1 PPI mod
COC(=O)CCc1ccc(OCC(O)CNC(C)C)cc1 (stereo unspecified),1,-4,2,0,-0.5,0.0,i,-7,-2,2
C=CCn1c(SCC(=O)N2CCCC2)nc2c([nH]c3ccccc32)c1=O,1,-5,4,2,0.0,2.0,i,-1,-2,30
CCN(CC)S(=O)(=O)c1ccc2[nH]c(=O)cc(C(=O)Nc3ccc(C)cc3)c2c1,1,-1,1,14,-0.4,-1.1,i,21,0,1
CCOc1ccc(CNC(=O)CCc2cn(Cc3ccccc3)c3ccccc23)cc1,3,-3,2,-5,-0.7,-0.3,i,5,2,0
CC(C)(C)C(C(=O)Oc1ccccc1)c1ccccc1 (stereo unspecified),4,4,8,2,-0.2,0.3,i,4,1,-4
O=c1oc(-c2ccc(O)c(O)c2)cc2cc(O)cc(O)c12,-8,-7,2,3,-1.3,3.9,/,-32,-3,-13
O=C(Cc1ccc(Cl)cc1)NCC(=O)N1CCN(c2ccccc2)CC1,-7,-4,-7,3,-0.1,3.0,i,-2,2,6
CC(C)c1ccc(NC(=O)C2CCN(c3ncnc4c3nc3n4CCCCC3)CC2)cc1,1,10,25,4,-0.1,0.1,i,7,0,-1
Cc1nnc2c3ccccc3ccn12,0,-8,1,3,-0.4,-2.4,i,-3,-3,1
c1csc(-c2ccnc3ncnn23)c1,1,-1,-1,49,0.4,-1.4,/,-5,4,-12
COc1ccc(CCNC(=O)CSc2nnc3ccc(-c4cccnc4)nn23)cc1,-5,1,2,2,-0.7,0.1,i,-14,1,-25
CC1CN(Cc2nc3c(c(=O)n(C)c(=O)n3C)n2CC(O)CO)CC(C)O1 (stereo unspecified),-4,3,-5,4,-0.1,-1.8,i,0,2,-1
CCOC(=O)/C(C#N)=C/c1c(N2CCN(c3ccccc3)CC2)nc2ccccn2c1=O,-5,-4,-11,-4,-0.1,2.5,i,-8,0,-26
Cc1ccc(S(=O)(=O)CCC(=O)Nc2nc(C(C)(C)C)cs2)cc1,-5,-7,1,-2,-0.1,-0.8,i,4,2,6
CN1N=C(C(F)(F)F)CC1=O,0,-3,-7,4,-0.6,-0.5,i,-2,-1,3
CCOC(=O)c1sc2nc(CN3CCN(c4cccc(C(F)(F)F)c4)CC3)[nH]c(=O)c2c1C,1,12,5,0,-1.1,0.8,i,-36,2,-1
O=C(OCc1cnc(Cl)s1)c1cccs1,-8,-3,-2,2,0.0,1.4,i,-8,-1,2
O=C(Nc1ccc(S(=O)(=O)N2CCOCC2)cc1)c1cc(-c2cc(Cl)ccc2O)n[nH]1,18,-14,15,-14,0.2,6.9,i,10,-3,11
Cn1nc(C(=O)N2CCN(c3ccc([N+](=O)[O-])cc3)CC2)c2c1-c1ccccc1S(=O)(=O)C2,7,-9,6,11,0.4,5.0,i,-1,-1,-1
CCC(=O)Nc1nnc(S(=O)(=O)N(C)c2ccccc2)s1,2,-7,5,-1,-0.7,-0.4,i,-4,0,0
Cn1c(O)c(C=NCCCCCC(=O)O)c(=O)n(C)c1=O,-2,-4,-5,2,-0.6,-2.9,i,2,-1,1
COc1cc(C(C)=O)ccc1COc1ccc(C(=O)OCC(=O)NC(C)(C)C)cc1OC,-6,-5,-2,2,-0.7,-0.7,i,3,1,3
COc1ccccc1Nc1nc(N)nc(CCl)n1,2,-4,-4,-4,0.5,-1.3,i,17,-2,8
CCOC(=O)C1CCCN(S(=O)(=O)c2cc(OCC(N)=O)c(C)cc2Cl)C1 (stereo unspecified),-7,25,-11,2,0.1,0.5,i,-3,0,-4
COc1ccc(Cl)c(-c2cc(C(=O)NC(C)C)[nH]n2)c1,-5,/,8,21,-0.7,0.2,i,0,-4,2

# More compounds:
SMILES,NadD block,Scp-1 inhibitor,SKN-1 inh,DNMT1 inh,TbMetRS inhib,LMPTP inh,Neddylation inh,CendR NRP1 mod,STEP inh,SUMO1 PPI mod
O=C(/C=C/c1ccc(-c2cccc([N+](=O)[O-])c2)o1)N1CCOCC1,7,-10,9,-6,0.5,-0.5,i,0,-2,-27
CC(C)(C)OC(=O)N[C@@H](Cc1ccccc1)c1nnc(SCC(N)=O)o1,2,-19,3,2,-0.1,-2.9,i,-2,2,3
CCCn1c(CC)nc([N+](=O)[O-])c1Sc1ccc(C)cc1,5,16,4,8,0.6,0.4,i,-2,2,-13
Cn1nnnc1SCc1nnc(-c2ccc(Cl)cc2)o1,2,-7,26,-2,-1.4,-0.6,i,-1,-3,-4
Cc1ccc(C2CC2C(=O)NNC(=S)Nc2cccc(C)c2)cc1 (stereo unspecified),-2,-5,26,-3,0.2,-0.9,i,4,-2,2
O=C1CCCCCN1CSc1nc2ccccc2s1,-5,-3,-9,-1,-0.3,0.5,i,-22,2,-2
Cn1cccc1/C=N/NC(=O)Cc1cccc2ccccc12,8,-3,6,0,-0.6,0.3,i,-2,0,-6
Cc1cccc(-n2c(SCC(=O)NCc3ccco3)nc3ccccc3c2=O)c1,-4,3,9,0,-0.8,-0.5,i,1,-1,-5
O=C(CN1C(=O)c2ccccc2S1(=O)=O)c1cccc(Br)c1,-1,-7,3,0,0.4,0.9,i,3,-1,6
Cc1ccc(CNC(=O)Cn2cnc3c(OCc4ccccc4)ncnc32)o1,-1,-2,-5,2,-0.6,-1.6,i,-3,-2,-5
COc1cc(=O)oc(-c2ccccc2)c1C(C)=O,-8,-8,-6,-1,-0.3,-1.7,i,15,-3,0
COc1ccc(CNC(=O)COC(=O)/C=C/c2ccc(Cl)cc2)cc1,-8,-5,12,2,-0.8,-0.5,i,2,-3,-1
O=C(NC1CCCC1)C(c1ccc(N2CCOCC2)cc1)N(Cc1ccccc1)C(=O)c1ccco1 (stereo unspecified),2,-10,10,0,-0.1,-0.1,i,-11,-4,-2
O=C(COc1ccccc1)Nc1ncn[nH]1,-9,6,-9,0,-0.5,-1.2,i,6,-1,-3
O=[N+]([O-])c1ccc(-c2ccc(S(=O)(=O)N3CCOCC3)cc2)cc1,-1,-6,10,2,0.0,0.6,i,15,2,-11
CCCCCOCC1CC(C/C(C)=N/NC(N)=O)(C(=O)OCC)C(=O)O1 (stereo unspecified),-3,-5,-8,-3,-0.8,-0.5,i,-7,0,3
Cc1ccc(C)c(NC(=O)CSc2nncn2C)c1,-1,9,3,7,-1.4,-3.7,i,3,0,2
O=C(Nc1ccc2ccccc2c1)c1ccc(Cl)cc1Cl,-5,-17,25,-1,1.3,2.6,i,7,1,-5
COc1ccc(/C=C2\SC(=O)N(CC(=O)NC3C=CS(=O)(=O)C3)C2=O)cc1 (stereo unspecified),-2,-5,4,6,-0.2,8.0,i,-11,-1,-21
C/C(=N\NC(=O)c1nnn(-c2nonc2N)c1-c1ccc2c(c1)OCO2)c1ccc(C)cc1,29,-2,-3,6,-0.5,0.8,/,9,-2,-1
Cc1ccc(NC(=O)CN(C)C(=O)c2cc(-c3ccco3)nc3ccccc23)cc1,34*,76*,9,75*,-0.2,25,i,-46,4,12
Cc1[nH]c(C)c(S(=O)(=O)NCc2ccc(N(C)C)cc2)c1C(=O)N1CCCC1,7,-1,12,0,-0.3,0.0,i,8,-1,-1
CCN(CC(=O)Nc1ccc(OC)c(OC)c1)S(=O)(=O)c1ccc(C)cc1,-6,0,8,1,-0.8,0.2,i,-2,-3,4
O=C(CN1CCN(c2ccccc2O)CC1)Nc1cc([N+](=O)[O-])ccc1Cl,6,3,-1,-8,-0.1,24,i,8,0,-24
CCOC(=O)Cc1csc(-n2sc3ccccc3c2=O)n1,16,74*,11,-27,-0.5,0.6,i,-20,-1,10

# Brought forward from above: 4 entries, followed by the next part.
SMILES,NadD block,Scp-1 inhibitor,SKN-1 inh,DNMT1 inh,TbMetRS inhib,LMPTP inh,Neddylation inh,CendR NRP1 mod,STEP inh,SUMO1 PPI mod
Cc1[nH]c(C)c(S(=O)(=O)NCc2ccc(N(C)C)cc2)c1C(=O)N1CCCC1,7,-1,12,0,-0.3,0.0,i,8,-1,-1
CCN(CC(=O)Nc1ccc(OC)c(OC)c1)S(=O)(=O)c1ccc(C)cc1,-6,0,8,1,-0.8,0.2,i,-2,-3,4
O=C(CN1CCN(c2ccccc2O)CC1)Nc1cc([N+](=O)[O-])ccc1Cl,6,3,-1,-8,-0.1,24,i,8,0,-24
CCOC(=O)Cc1csc(-n2sc3ccccc3c2=O)n1,16,74*,11,-27,-0.5,0.6,i,-20,-1,10
O=C(CC1C(=O)NCCN1Cc1ccccc1C(F)(F)F)NCCn1cccn1 (stereo unspecified),-3,-4,4,-3,3.1,0.0,i,4,6,1
Cc1cc(C)c(C)c(S(=O)(=O)N2CCN(C(=O)c3ccccc3OCc3c(C)noc3C)CC2)c1C,3,6,3,-7,0.0,2.0,i,3,0,3
Cc1[nH]c2ccccc2c1/C=N/Nc1ccc([N+](=O)[O-])cc1S(=O)(=O)Nc1ccc(Cl)cc1,38*,-14,-11,-7,-0.6,10,i,-189,-10,-16
C(=Nc1ccc(N2CCOCC2)cc1)c1c[nH]c2ccccc12,-7,-10,12,-4,0.6,-0.7,i,-5,-2,-3
Cn1c2ccc(F)cc2c2ncn(CCCN(CCO)CCO)c(=O)c21,-2,-5,6,0,0.2,-5.2,+,2,-1,2
CCN(CC)c1ccc(/C=c2\sc3nnc(-c4ccccc4Cl)n3c2=O)cc1,22,-6,40,6,-1.8,4.5,i,144,-82,-48
CCOC(=O)C1CCCN(S(=O)(=O)c2ccc(C)cc2)C1 (stereo unspecified),1,0,-10,9,-1.4,0.1,i,2,-1,-1

# Screening data: PubChem BioAssay, several laboratories
